Screens deposited in PubChem by Broad Institute.
FN deposition inh = fibronectin deposition inhibition; AH1F fibroblasts, Alexa488-fibronectin deposition fluorescence, overnight; inhibition, % at 12.6 µM; actives 0.086% (n = 350,000);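 active = mean inhibition across replicates of 30% or more, regardless of how many single replicates reach that level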;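 also: positive control wells lacked labelled fibronectin entirely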
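Assay system: AH1F fibroblasts assembling fluorescent fibronectin matrix; Amount: 10000 AH1F cells per well; Buffer or medium: DMEM, 2% serum; Probe or stimulus: Alexa488-fibronectin, 24 nM final in well; Doses: single compound dose, delivered by pin transfer; Incubation: 1 h adhesion, overnight exposure; Measured by: fluorescence 485/525 nm; Read-out: fibronectin deposition inhibition.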
F508del corr = CFTR F508del correction in bronchial cells. CFBE cells, YFP halide quenching; stimulated with forskolin plus potentiator P3; % fluorescence drop versus neutral controls. activity (quench increase), % at 7.58 µM. actives 0.36% (n = 350,000);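 active = mean added fluorescence quench of at least 8% versus neutral control, with both replicates also reaching 8%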;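 also: cells transiently co-express mutant CFTR-F508del with the halide-sensitive YFP; corrector assay measuring rescue of mutant channel to the surface after 24 h compound exposure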
INS-1E GSIS act = GLuc luminescence reporter in INS-1E cells, primary screen for activators of glucose-dependent secretion of insulin | INS-1E GLuc reporter insulin secretion, 2-3 h | activation, % at 16.6 µM | actives 0.61% (n = 370,000) | AID 743287;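 active = lowest replicate activation of at least 40%, so every replicate reaches that level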;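 also: 0% = median of neutral control wells and 100% = median of IBMX positive control wells; some compounds called inactive have numbers as strong as hits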
miR122 inh = miR-122 inhibition in Huh7 cells | AID 602342 | actives 0.3% (n = 340,000) | Huh7 miR-122 Renilla luciferase sensor, 48 h; neutral wells = 0, positive control = 100 | activation (reporter increase), % at 12.5 µM;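 active = mean replicate activation score at least 90 and every replicate individually at or above 90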;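 also: higher luciferase means less miR-122 activity so hits act as miR-122 inhibitors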
PGC1a acetyl inh = lowers PGC1a acetylation signal in U2OS cells; AlphaScreen anti-acetyl-lysine; with virally co-expressed GCN5 acetyltransferase; inhibition, % at 15.6 µM; actives 0.17% (n = 350,000); AID 651687;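 active = every replicate shows inhibition of at least 40%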;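 also: 0% = neutral control wells and 100% = positive control wells; some results beyond the cut were filed as inactive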
The depositor's hits bear a star; nt = not tested or not shown. A portion of the library (hit frequency here may not be typical).

SMILES	FN deposition inh	F508del corr	INS-1E GSIS act	miR122 inh	PGC1a acetyl inh
CC(=O)Oc1ccc2c(C)cc(=O)oc2c1	nt	nt	nt	-6	17
O=C1NC(=O)C2(CCOc3ccc(F)cc32)N1 (centres undefined)	-2	-0.1	13	nt	nt
